# Bioassay records as filed in PubChem BioAssay.
# AMA1 RON2 block = disrupts binding of P. falciparum AMA1 to RON2 | AlphaScreen AMA1-biotinylated RON2 peptide binding | Potency, µM (doses to about 58.2 µM), for the others: at the highest dose activity change, negative = inhibition, actives largely listed as inhibitors | 360,000 compounds, 0.2% hits;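 note: potency is the fitted concentration of half-maximal effect; 0% = vehicle wells and -100% = peptide control; nearly all actives have a fitted effect of over 45% in size; some results filed as inactive show a strong effect at the top dose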
#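 AMA1 (3D7) with his tag at 25 nM final met compounds first, then biotinylated RON2 peptide at 25 nM; detection used donor plus acceptor beads, 10 µg/mL apiece, read by AlphaScreen after 30 min at room temperature.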
# TbPYK inhibitor = inhibitors of Trypanosoma brucei pyruvate kinase. Q57TT1. TbPYK enzyme, Kinase-Glo Plus ATP luminescence, 45 min. Potency, µM (top dose mostly 76.8 µM), without a hit: top-dose activity, negative = inhibition, actives largely listed as inhibitors. 410,000 compounds, 0.12% hits. AID 624173; note: potency is the fitted concentration of half-maximal effect; nearly all actives have a fitted effect of over 50% in size
#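 Glycolytic pyruvate kinase of T. brucei was incubated with substrate, test compound and 130 uM ADP for 45 minutes at room temperature. Luminescent Kinase-Glo Plus signal was measured after 10 minutes.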
# AmpC inh detg = inhibitors of E. coli AmpC beta-lactamase with detergent. 370,000 compounds, 0.041% hits. Potency, µM (series often up to 114 µM), for inactives: at the top dose activity change, negative = inhibition, hits mostly inhibitors. AmpC hydrolysis of nitrocefin, absorbance 480 nm, 0.01% Triton. P00811;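 note: potency is the fitted concentration of half-maximal effect; 0% = no-compound wells and -100% = no-enzyme wells; nearly all actives have a fitted effect of over 25% in size; some results filed as inactive show a strong effect at the top dose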
# Target sequence (P00811 whole entry, looked up): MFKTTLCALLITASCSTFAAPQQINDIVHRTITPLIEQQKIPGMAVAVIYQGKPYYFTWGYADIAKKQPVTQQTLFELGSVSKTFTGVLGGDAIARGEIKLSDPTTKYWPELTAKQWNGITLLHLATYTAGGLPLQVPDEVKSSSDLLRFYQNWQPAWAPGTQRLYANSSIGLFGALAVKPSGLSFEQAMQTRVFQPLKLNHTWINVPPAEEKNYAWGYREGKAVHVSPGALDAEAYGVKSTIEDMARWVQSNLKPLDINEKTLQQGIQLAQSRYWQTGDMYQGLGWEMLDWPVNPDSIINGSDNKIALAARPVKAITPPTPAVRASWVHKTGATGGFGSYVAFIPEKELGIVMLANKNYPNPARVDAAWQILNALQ
#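 AmpC (5.3 nM in the dispensed reagent) in 20 mM phosphate pH 7.0 with 0.01% (detergent screen) or 0.0001% Triton X-100 was preincubated with compounds for 15 min at room temperature. Nitrocefin was then added from an 800 uM solution, and hydrolysis was followed at 480 nm.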
# Sm TGR block = blocks Schistosoma mansoni thioredoxin glutathione reductase; purified TGR, DTNB reduction, TNB absorbance 405 nm; Potency, µM (series often up to 114 µM), for the others: top-dose activity change, negative = inhibition, actives largely listed as inhibitors; 360,000 compounds, 3% hits; AID 485364; note: potency is the fitted concentration of half-maximal effect; nearly all actives have a fitted effect of over 60% in size
#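 Kinetic colorimetric format: TGR-catalysed, NADPH-driven DTNB reduction monitored via TNB absorbance. Enzyme dispensed at 20 nM; compound exposure 15 min at room temperature before reaction start.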
# HCMV antiviral = human cytomegalovirus inhibition | HFF cells, HCMV-luciferase reporter, 72 h; hits give low values | activity change, negative = inhibition, % at 57.5 µM | 410,000 compounds, 4.5% hits | AID 1259415; in the data active = activity change below about -60%; inconclusive = no clear call, values can overlap the other calls; inactive = above about -39%
#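 After 16 h attachment at 37C, HFF cells received test compound and HCMV-luciferase (1 PFU/cell); reporter luminescence read 72 h later, data normalized against buffer-only and known inhibitor Salinomycin.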
# AmpC inh no detg = inhibitors of E. coli AmpC beta-lactamase without detergent; Potency, µM (doses to about 57.1 µM), for the others: at the top dose activity change, negative = inhibition, usual class: inhibitors; 330,000 compounds, 0.52% hits; AID 485341; AmpC nitrocefin hydrolysis, absorbance 480 nm, 0.0001% Triton;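 note: potency is the fitted concentration of half-maximal effect; plate controls were no compound for no effect and no enzyme for full effect; nearly all actives have a fitted effect of over 20% in size; some results filed as inactive show a strong effect at the top dose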
#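 20 mM phosphate pH 7.0 + 0.01% (detergent screen) or 0.0001% Triton X-100; 5.3 nM AmpC reagent; cpd preinc 15 min RT; nitrocefin (800 uM stock) to start; A480 q20 s × 4 min; Activity was normalised to no-enzyme and no-compound control wells.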
# LmPK inhibitor = inhibitors of Leishmania mexicana pyruvate kinase; purified LmPK, Kinase-Glo ATP luminescence, 1 h; Potency, µM (doses to about 57.5 µM), for inactives: at the top dose activity change, negative = inhibition, hits mostly inhibitors; 290,000 compounds, 0.37% hits; AID 1721; note: potency is the fitted concentration of half-maximal effect
# Target sequence (Q27686 whole entry, looked up): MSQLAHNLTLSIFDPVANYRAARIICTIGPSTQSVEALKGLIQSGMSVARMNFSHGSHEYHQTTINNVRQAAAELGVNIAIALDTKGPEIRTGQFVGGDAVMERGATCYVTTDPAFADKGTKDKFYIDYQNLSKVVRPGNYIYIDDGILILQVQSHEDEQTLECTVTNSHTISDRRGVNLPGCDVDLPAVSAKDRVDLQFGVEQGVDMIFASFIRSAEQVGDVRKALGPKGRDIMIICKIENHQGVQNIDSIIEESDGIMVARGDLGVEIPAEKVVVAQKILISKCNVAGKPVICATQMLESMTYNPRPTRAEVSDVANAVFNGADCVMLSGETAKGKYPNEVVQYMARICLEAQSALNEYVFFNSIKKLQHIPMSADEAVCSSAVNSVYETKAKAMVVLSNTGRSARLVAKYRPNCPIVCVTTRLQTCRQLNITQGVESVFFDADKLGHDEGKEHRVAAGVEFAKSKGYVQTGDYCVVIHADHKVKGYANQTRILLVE
#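 qHTS format; LmPK 0.1 nM; substrates PEP 0.5 mM and ADP 0.1 mM. One-hour room-temperature incubation, then coupled luciferase luminescence; 0.5 nM enzyme wells mark activation.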
# Numbers without * were called inactive; ? = inconclusive; . = not tested or not shown; + = active, no number; & = joins results of further samples; [ ] = dose if it differs, or a comment. Unless noted, calls come from the whole dose curve; as a rule, active = well fitted curve in the direction sought with a large enough effect; inconclusive = small, poorly fitted or top-dose-only effect, or another doubt; inactive = no such curve, though single readings can be large; an effect the other way counts as inactive or inconclusive. Unless noted, % is set by controls: 0 for no effect and ±100 for the full control effect.
mol	AMA1 RON2 block	TbPYK inhibitor	AmpC inh detg	Sm TGR block	HCMV antiviral	AmpC inh no detg	LmPK inhibitor
Cc1oc(/C=N/NC(=O)CC2(C)OCCO2)cc1Br	45%[activator]	-4%	-1%	-30%	-4	-12%	-6%
CCC1=C2CC[C@H]3C(=O)N(CC)C(=O)[C@H]3[C@H]2[C@@]2(Cc3ccccc3)C(=NCCOC)OC(=O)N2C1=O	17%	-1%	-6%	5%	1	2%	-3%
Cc1ccccc1C(=O)O[C@H]1[C@H](Cc2ccccc2)NS(=O)(=O)[C@H]2CC3C=C[C@]12O3	2%	-4%	.	.	6	-25%	.
CCC1CN(C(=O)N2CCC(C(=O)N3CCN(c4ccccc4F)CC3)CC2)c2ccccc2O1 (stereo not given)	.	2%	-5%	-12%	-9	.	.
CC1CCCCN1C(=O)COC(=O)CNC(=O)c1sc2ccccc2c1Cl (stereo not given)	-4%	3%	?	7%	-17	28%	.
CC(=O)N(CCC(Cc1ccccc1)c1ccco1)Cc1ccco1 (stereo not given)	-3%	-7%	-2%	22µM*	25	43%	3%
CC(NCC(O)COCCC12CC3CC(CC(C3)C1)C2)c1ccccc1 (stereo not given)	-7%	-8%	0%	.	-98*	88%[activator]	-3%
CC1CCCN(C(=O)CSc2nnc(-c3ccco3)n2C)C1 (stereo not given)	-12%	3%	2%	0%	-30	-7%	1%
CN1CCCC(C(=O)Nc2cccc(Cl)c2)CC1 (stereo not given)	-1%	-11%	.	.	-9	.	.
O=C(Nc1ccc(Cl)cc1F)C1CCN(S(=O)(=O)c2cccc3nonc23)CC1	-7%	-1%	?	-5%	-6	-2%	-4%
CC1CCC(NC(=O)C2(C)CCC(=O)N2Cc2cccnc2)CC1 (stereo not given)	-6%	-6%	?	0%	28	45µM*	0%
C=CCn1c(SCC(=O)Nc2cc(C)cc(C)c2)nnc1-c1cnccn1	1%	-1%	-6%	-1%	15	52%	4%
COc1ccc(/C=C2\SC(N)=NC2=O)cc1Cl	21%	-1%	?	10%	-3	-24%	-7%
N#CN=CN1CC=C(c2ccc(Cl)cc2)CC1	7%	3%	.	.	-40	.	.
O=S(=O)(Nc1cc(S(=O)(=O)N2CCCC2)ccc1O)c1ccc(Cl)s1	79%[activator]	1%	?	-3%	-2	-23%	.
O=C(CCOc1ccccc1)Nc1ccccc1	9%	-16%	-3%	4%	13	-11%	-9%
CNc1cncc(-c2cccc(C(C)=O)c2)n1	15%	2%	.	.	-3	.	.
COc1ccc(-c2c(C#Cc3ccsc3)c3cc(-c4ccc(OC)nc4)ccc3n2C)cc1	-1%	-8%	5%	-19%	22	-18%	.
Cn1c(=O)c2[nH]c(N3CCN(c4ccccc4)CC3)nc2n(C)c1=O	7%	3%	2%	6%	-7	-4%[2.29 µM]	1%
Cc1cccc(N(C)C(=O)CN2C(=O)COc3ccc(S(=O)(=O)N4CCCCCC4)cc32)c1	-10%	6%&0%	-4%&6%	2%&6%	?	84%[activator]	4%
CC1(C)CCCC2=C1CC1C(=O)N(N)C(=O)C1C2 (stereo not given)	7%	0%	-2%	3%	2	-11%	1%
CCN(Cc1ccccc1)S(=O)(=O)c1cc(C(=O)NCCCN(C)C)ccc1OC	-12%	1%	-4%	-5%	-28	33%	1%
CCN1C(=S)N[C@@H](c2cccc(C(F)(F)F)c2)C(C(=O)OC)=C1C	.	.	?	-3%	.	22%	-2%
COC(=O)c1ccccc1NC(=O)NC1CCC(C)CC1 (stereo not given)	1%	-13%	4%	4%	-31	-12%	-2%
CCN1CCN(S(=O)(=O)c2ccc(Cl)c(C(=O)NC3CCC(C)CC3)c2)CC1 (stereo not given)	44%[activator]	-2%	3%	2%	-7	-3%	.
COCCNC(=O)C(c1ccco1)N(C(=O)Cn1nnc2ccccc21)c1ccc(C)cc1C (stereo not given)	-1%	4%	-3%	-19%	-8	60%[activator]	3%
COc1c(C)cc(Br)cc1C(=O)NCc1cccnc1	-2%	5%	0%	1%	5	-15%	0%
COc1ccc(NC(=O)C(Cc2ccccc2)NS(=O)(=O)c2ccc3c(c2)CCN3C(C)=O)cc1 (stereo not given)	.	-11%	0%	0%	-11	.	.
CCOC(=O)c1cnc(SCC(=O)Nc2ccc(NC(=O)CC)c(OC)c2)nc1N	2%	6%	2%	6%	20	-10%	0%
Cc1cc(=O)oc(C)c1C(=O)Nc1cccc2nonc12	-2%	-3%	2%	-17%	-2	-17%	0%
CC(=O)c1cccc(N2C(=O)C3C4CCC(C4=C(C)C)C3C2=O)c1 (stereo not given)	2%	-5%	?	-6%	14	11%	-5%
CC1CC(=O)Nc2ccccc2N1C(=O)CSc1ncnc2sccc12 (stereo not given)	-1%	-5%	-20%	-5%	16	-31%	.
CN(CC(=O)Nc1cccc(C(F)(F)F)c1)Cc1ccccc1	-6%	14%	6%	-2%	-17	22%	2%
CC(C)Cc1nc2cccnc2n1C1CCNCC1	.	1%	-9%	?	-9	.	.
CCn1c(NCc2ccco2)nc2ccccc21	-2%	1%	-4%	4%	-25	-18%	0%
Cc1cccc(OCCCCc2c(C)n[nH]c2C)c1C	-16%	1%	?	-10%	-40	-1%	1%
CSc1ncc(F)c(N(CCO)CCO)n1	3%	-4%	-3%	-1%	-26	-16%	-4%
Cc1cccc(NCc2ccc(Br)cc2)n1	0%	-19%	1%	0%	?	-9%	-6%
COc1ccc(NC(=O)CSc2ccc(-c3cccnc3)nn2)cc1	-5%	4%	-6%	0%	-4	-11%	-16%
COc1cc(NC(=O)C2=C(C)Nc3nnnn3C2c2ccc(SC)cc2)c(OC)cc1Cl (stereo not given)	.	2%	0%	-17%	24	.	.
CC(C)NC(=O)c1ccc(C(C)C)cc1	1%	3%	-1%	4%	-10	-6%	4%
Cc1ccc(-c2nc3c4ccccc4ccn3c2Cc2ccccc2)cc1	?	-11%	.	.	17	.	.
O=C(CN1CCN(C(=O)c2ccco2)CC1)Nc1ccc2c(c1)OCCO2	-6%	-20%	-10%	-33%	-19	-11%	-2%
CC(Nc1ccccc1)c1ccncc1 (stereo not given)	0%	4%	-15%	.	6	-11%	0%
O=C(COC(=O)c1cccc(C(F)(F)F)c1)NCc1ccccc1	-6%	13%	?	6%	5	-15%	3%
CC(C)CNS(=O)(=O)c1cc2c3c(c1)CC(=O)N3CCC2	-7%	-1%	-11%	6%	29	1%	2%
O=C1CC(c2cccc(F)c2)SC(N(c2ccccc2)c2ccccc2)=N1 (stereo not given)	3%	12%	4%	2%	8	1%	4%
N#CC1=C(N)Oc2c(c(=O)oc3ccccc23)C1c1cccnc1 (stereo not given)	15%	-4%	-17%	0%	?	-15%	-1%
CCOC(=O)c1c(-c2ccc(F)cc2)csc1NC(=O)CCN1CCOCC1	5%	28%	?	0%	36	192%[activator]	2%
COc1ccc(Br)cc1/C=C1\Oc2ccccc2NC1=O	0%	6%	-6%	-1%	34	-15%	3%
COc1cccc(C2(O)CCN(C(=O)Cc3cccnc3)CC2)c1	3%	-1%	-4%	0%	10	-8%	6%
Cc1ccc(NCC(=O)Nc2ccc(Br)cc2)cc1C	-1%	0%	0%	-22%	10	-29%	-1%
COc1ccc(C(CNS(=O)(=O)c2ccc(F)cc2)N2CCN(C)CC2)cc1 (stereo not given)	3%	3%	-19%	-3%	-9	-2%	.
O=C(CSc1ccsc1[N+](=O)[O-])N1CCCCCC1	-13%	-6%	4%	-31%	-72*	-25%	-1%[11.5 µM]
Nc1nnc(C2CCCC2)s1	6%	8%	3%	-2%	-27	-8%	0%
COc1ccc(CNC(=O)C2CCCN(S(=O)(=O)N3CCC(C)CC3)C2)c(OC)c1 (stereo not given)	0%	3%	-3%	6%	+	61%[activator]	5%
CC(C)c1nc2ccc(C(=O)NCc3ccccc3Br)cc2o1	.	-7%	-1%	-1%	-14	.	.
O=C(NCCN1CCN(c2ccccc2)CC1)Nc1cccc(Br)c1	-20%	7%&1%	1%&12%	7%&-3%	5&-33	50%	5%
Cc1ccc2nc(NC(=O)CSc3nnc(C)c(=O)n3N)sc2c1	1%	4%	-2%	-18%	-3	-15%	-5%

# A second format for some results above:
# The line under a structure holds: AMA1 RON2 block, TbPYK inhibitor, AmpC inh detg, Sm TGR block, HCMV antiviral, AmpC inh no detg, LmPK inhibitor
CSc1ncc(F)c(N(CCO)CCO)n1
    3%, -4%, -3%, -1%, -26, -16%, -4%
Cc1cccc(NCc2ccc(Br)cc2)n1
    0%, -19%, 1%, 0%, ?, -9%, -6%
COc1ccc(NC(=O)CSc2ccc(-c3cccnc3)nn2)cc1
    -5%, 4%, -6%, 0%, -4, -11%, -16%
COc1cc(NC(=O)C2=C(C)Nc3nnnn3C2c2ccc(SC)cc2)c(OC)cc1Cl (stereo not given)
    ., 2%, 0%, -17%, 24, ., .
CC(C)NC(=O)c1ccc(C(C)C)cc1
    1%, 3%, -1%, 4%, -10, -6%, 4%
Cc1ccc(-c2nc3c4ccccc4ccn3c2Cc2ccccc2)cc1
    ?, -11%, ., ., 17, ., .
O=C(CN1CCN(C(=O)c2ccco2)CC1)Nc1ccc2c(c1)OCCO2
    -6%, -20%, -10%, -33%, -19, -11%, -2%
CC(Nc1ccccc1)c1ccncc1 (stereo not given)
    0%, 4%, -15%, ., 6, -11%, 0%
O=C(COC(=O)c1cccc(C(F)(F)F)c1)NCc1ccccc1
    -6%, 13%, ?, 6%, 5, -15%, 3%
CC(C)CNS(=O)(=O)c1cc2c3c(c1)CC(=O)N3CCC2
    -7%, -1%, -11%, 6%, 29, 1%, 2%
O=C1CC(c2cccc(F)c2)SC(N(c2ccccc2)c2ccccc2)=N1 (stereo not given)
    3%, 12%, 4%, 2%, 8, 1%, 4%
